HRas wt GTP bind: modulators of GTP binding to human HRas wildtype. GST-Ras wt beads, Bodipy-FL-GTP binding, flow cytometry; actives lie on both sides. GTP binding activity, % at 10 µM. 0.14% of 190,000 active. AID 759;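 active = GTP binding activity at least 20% away from the 100% baseline, either lowered as inhibitor or raised as activator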;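 also: 0% = unlabeled GTP competition control and 100% = no-compound control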
Pf gamet viab: P. falciparum stage V gametocyte viability inhibition; inhibition, % at 10.9 µM; 0.065% of 150,000 active; P. falciparum stage V gametocytes, ATP luminescence, 24 h;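 active = inhibition above the mean plus 3 SD of compounds within the control limits, set per campaign, cut at about 38% in these data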;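 also: 0% = DMSO wells and 100% = medium only without gametocytes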
Cdc42 wt GTP: human Cdc42 wildtype GTP binding change, either direction; P60953; GST-Cdc42 beads, Bodipy-GTP binding, flow cytometry; actives lie on both sides; percent activity (GTP binding), % at 10 µM; 0.2% of 190,000 active;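 active = percent activity GTP binding at least 20 points away from the 100% baseline, either down as inhibitor or up as activator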;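 also: median bead fluorescence of bound Bodipy-FL-GTP at 100 nM; 0% = excess unlabeled GTP control and 100% = no compound control; below 100% means less GTP binding so inhibitor and above means activator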
Target sequence (P60953 whole entry, looked up): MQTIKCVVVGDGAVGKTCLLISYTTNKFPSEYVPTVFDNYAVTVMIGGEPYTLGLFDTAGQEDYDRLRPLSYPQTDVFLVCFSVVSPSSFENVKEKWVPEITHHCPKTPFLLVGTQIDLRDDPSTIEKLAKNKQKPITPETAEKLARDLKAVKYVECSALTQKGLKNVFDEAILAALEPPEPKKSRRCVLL
Rab7 wt GTP bind: alters GTP binding to wildtype dog Rab7; GST-Rab7 beads, fluorescent GTP binding, flow cytometry; actives lie on both sides; untreated = 100%, excess cold GTP = 0%; GTP binding activity (percent of control), % at 10 µM; 0.055% of 190,000 active; AID 758;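 active = fluorescent GTP binding to Rab7 beads changed by at least 20 points from the 100% baseline, either direction, mostly lower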;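 also: median green fluorescence of bound Bodipy-FL-GTP per Rab7 bead population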
Rab2A wt mod: changes GTP binding to wildtype dog Rab2A, up or down. P61105. GST-Rab2 wt beads, Bodipy-GTP binding, flow cytometry. GTP binding activity, % at 10 µM. 0.19% of 190,000 active. AID 760;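 active = GTP binding activity at least 20 points away from 100%, either lowered or raised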;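 also: 0% = beads with excess unlabeled GTP and 100% = no-compound control corrected for plate trend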
RGS8-Gao reg: regulators of human RGS8-Galphao interaction. P09471. multiplexed bead flow cytometry, RGS8-Galphao binding; actives lie on both sides. response (percent of control binding), % at 10 µM. 0.34% of 220,000 active; in the data active = response below about 60% or above about 140%; inactive = in between;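 also: Galphao activated as the GDP aluminium fluoride complex binding bead-coupled RGS8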
Target sequence (P09471 whole entry, looked up): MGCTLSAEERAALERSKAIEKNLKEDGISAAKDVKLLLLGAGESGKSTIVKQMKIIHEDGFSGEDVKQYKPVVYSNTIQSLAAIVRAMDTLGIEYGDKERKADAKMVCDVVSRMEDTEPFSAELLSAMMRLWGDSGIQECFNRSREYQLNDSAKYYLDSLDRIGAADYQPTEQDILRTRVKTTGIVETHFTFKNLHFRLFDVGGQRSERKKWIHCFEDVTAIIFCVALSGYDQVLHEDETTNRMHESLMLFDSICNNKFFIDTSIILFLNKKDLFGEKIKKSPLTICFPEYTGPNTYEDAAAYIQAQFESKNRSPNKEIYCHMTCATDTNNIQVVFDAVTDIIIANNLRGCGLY
Mcl-1 Bim block: disrupts Bim peptide binding to human Mcl-1; Bead-based flow cytometry, Bim peptide-Mcl-1 binding; inhibition, % at 10 µM; 0.1% of 190,000 active; in the data active = inhibition above about 40%;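 also: 0% = no compound tracer wells and 100% = peptide blocker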
Target sequence (Q07820 whole entry, looked up): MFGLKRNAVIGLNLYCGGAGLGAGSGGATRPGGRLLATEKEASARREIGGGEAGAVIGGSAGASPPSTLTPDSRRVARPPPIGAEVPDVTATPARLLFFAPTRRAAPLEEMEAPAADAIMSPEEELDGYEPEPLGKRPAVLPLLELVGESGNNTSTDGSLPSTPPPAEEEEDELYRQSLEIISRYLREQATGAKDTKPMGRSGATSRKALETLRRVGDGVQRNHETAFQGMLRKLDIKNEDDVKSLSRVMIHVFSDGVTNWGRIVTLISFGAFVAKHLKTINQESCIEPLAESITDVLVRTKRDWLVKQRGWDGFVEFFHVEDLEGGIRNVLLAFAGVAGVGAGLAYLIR
Rac1 wt GTP bind: alters GTP binding to wildtype human Rac1. P63000. GST-Rac1 beads, fluorescent GTP binding, flow cytometry; actives lie on both sides; 0 = cold GTP competed, 100 = untreated. GTP binding activity (% of control), % at 10 µM. 0.27% of 190,000 active. AID 757;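 active = GTP binding activity at least 20 points away from the 100% control level, either lower or higher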
Mcl1-Bid inh: disrupts binding of human Mcl-1 to Bid peptide | Q07820 | TR-FRET Mcl-1/Bid-Dy647 peptide binding, 1536-well | inhibition, % at 21.7 µM | 0.97% of 220,000 active | AID 1021;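 active = compounds that cut the binding signal by more than half at the single screening dose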;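 also: His-tagged Mcl-1 with europium anti-His antibody binding Bid BH3 peptide; 0% = Mcl-1 plus peptide wells and 100% = peptide-only wells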
Mcl1-Noxa inh: Mcl-1/Noxa interaction inhibition. 1.5% of 220,000 active. inhibition, % at 21.7 µM. TR-FRET Mcl-1/Noxa peptide binding, 2 h. Q07820;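 active = compounds that cut the protein-peptide binding signal by more than 50% relative to plate controls in a single-dose test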;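 also: His-tagged Mcl-1 with rhodamine Noxa BH3 peptide and terbium anti-His antibody; 0% = Mcl-1 plus Noxa peptide wells and 100% = peptide-only wells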
Rac1 act GTP bind: human Rac1 activated mutant GTP binding change. percent activity (GTP binding), % at 10 µM. AID 764. GST-Rac1 activated beads, fluorescent GTP binding, flow cytometry; actives lie on both sides; 100% means binding = to untreated wells. 0.11% of 190,000 active;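 active = GTP binding at least 20 percentage points away from the 100% baseline, in either direction, so actives lie on both sides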
* hit, by the source's call; nt = no result given.

| structure | HRas wt GTP bind | Pf gamet viab | Cdc42 wt GTP | Rab7 wt GTP bind | Rab2A wt mod | RGS8-Gao reg | Mcl-1 Bim block | Rac1 wt GTP bind | Mcl1-Bid inh | Mcl1-Noxa inh | Rac1 act GTP bind |
| --- | --- | --- | --- | --- | --- | --- | --- | --- | --- | --- | --- |
| O=C(C1CCCCN1S(=O)(=O)c1ccccc1[N+](=O)[O-])N1CCOCC1 (stereo not given) | 99.0 | 10.3 | 96.0 | 102.0 | 101.0 | 102.7 | -2.0 | 100.0 | 0.9 | 1.6 | 96.0 |
| Cn1ccnc1SCC(=O)Nc1cccc(C(F)(F)F)c1 | 100.0 | nt | 102.0 | 101.0 | 102.0 | 101.8 | 2.0 | 106.0 | -4.0 | -3.2 | 99.0 |
| Nc1ccc(C(O)(C(F)(F)F)C(F)(F)F)cc1 | 99.0 | 13.1 | 98.0 | 98.0 | 97.0 | 95.1 | -1.0 | 103.0 | -6.4 | 8.2 | 97.0 |
| Cc1ccc(C(=O)N2CCC(C)CC2)cc1C | 104.0 | nt | 105.0 | 100.0 | 101.0 | 103.5 | -6.0 | 107.0 | 1.4 | 16.3 | 99.0 |
| O=c1ccnc(SCc2ccccc2Cl)[nH]1 | 102.0 | 5.5 | 101.0 | 101.0 | 100.0 | 100.0 | 2.0 | 99.0 | 2.9 | 12.2 | 98.0 |
| N#CC1=C(N)Oc2ccc3ccc(O)cc3c2C1c1cccnc1 (stereo not given) | 88.0 | 7.2 | 86.0 | 89.0 | 88.0 | 98.7 | 2.0 | 91.0 | -44.9 | 29.5 | 92.0 |
| CCCCc1c(O)nc2sccn2c1=O | 98.0 | nt | 97.0 | 95.0 | 96.0 | 103.9 | -2.0 | 99.0 | -67.3 | 27.4 | 100.0 |
| COc1cc2c(cc1NC(=O)COC(=O)C(CCSC)NC(=O)c1ccccc1Cl)oc1ccccc12 (stereo not given) | 101.0 | 10.2 | 100.0 | 98.0 | 98.0 | 99.7 | -3.0 | 101.0 | -23.9 | 4.1 | 99.0 |
| Cc1ccc2oc(=S)n(C)c2c1 | 99.0 | -10.9 | 101.0 | 100.0 | 99.0 | 101.8 | -1.0 | 106.0 | -18.2 | 9.8 | 102.0 |
| Cc1cc(C)cc(NC(=O)CCn2cnc3cc(C)c(C)cc32)c1 | 98.0 | -14.7 | 97.0 | 96.0 | 97.0 | 126.6 | 0.0 | 102.0 | 9.9 | 13.2 | 95.0 |
| CC(c1ccccc1)n1cc(C(=O)NCC2CCCO2)nn1 (stereo not given) | 101.0 | 10.1 | 101.0 | 101.0 | 100.0 | 101.8 | -2.0 | 110.0 | -7.6 | 0.8 | 101.0 |
| CCCN1C(=O)c2ccc(C(=O)NC3=NCCS3)cc2C1=O | 99.0 | nt | 102.0 | 98.0 | 101.0 | 94.8 | -4.0 | 101.0 | -15.1 | -13.2 | 99.0 |
| Cc1cccc(OCC(=O)Nc2ccc(N3CCN(C(=O)c4ccco4)CC3)cc2)c1C | 96.0 | -16.5 | 97.0 | 93.0 | 93.0 | 103.9 | -2.0 | 100.0 | -31.9 | 1.5 | 98.0 |
| CCN(CC)C(=O)CSc1nnc([C@H](Cc2c[nH]c3ccccc23)NC(=O)OC(C)(C)C)o1 | 102.0 | -9.4 | 97.0 | 100.0 | 103.0 | 92.0 | -3.0 | 102.0 | -58.9 | 2.2 | 101.0 |
| CCCOc1ccc(-c2nc(C#N)c(NCC3CCCO3)o2)cc1 (stereo not given) | 98.0 | 3.3 | 97.0 | 98.0 | 98.0 | 99.2 | -4.0 | 101.0 | -33.4 | -6.5 | 98.0 |
| O=S(=O)(NCc1ccc2c(c1)OCO2)c1ccc2c(c1)oc1ccccc12 | 98.0 | -3.9 | 94.0 | 99.0 | 96.0 | 99.1 | 1.0 | 99.0 | -6.9 | 14.4 | 93.0 |
| COc1ccccc1-n1cnnc1SCC(=O)N1CCN(S(=O)(=O)c2ccccc2)CC1 | 100.0 | nt | 100.0 | 102.0 | 100.0 | 99.4 | -4.0 | 103.0 | -29.4 | -13.0 | 98.0 |
| CCN1CCN(c2nc(Nc3ccccc3)nc(N)c2[N+](=O)[O-])CC1 | 98.0 | 7.9 | 98.0 | 95.0 | 97.0 | 122.9 | -5.0 | 103.0 | -74.4 | 22.5 | 98.0 |
| CSc1ccc(S(=O)(=O)Nc2ccc(F)cc2)cc1 | 97.0 | nt | 99.0 | 98.0 | 96.0 | 99.9 | -2.0 | 96.0 | 2.5 | 5.8 | 94.0 |
| Cc1nc(N)sc1N=Nc1ccc(F)cc1 | 99.0 | nt | 96.0 | 97.0 | 96.0 | 100.0 | 0.0 | 96.0 | -41.4 | -36.5 | 94.0 |
| Cc1cccc(OCCNC(=O)c2cc(-n3cnnc3)ccc2Cl)c1 | 105.0 | nt | 105.0 | 107.0 | 103.0 | 102.6 | -2.0 | 100.0 | -25.0 | -7.3 | 99.0 |
| Cc1ccccc1-n1c(SC(C)C(N)=O)nnc1-c1cccnc1 (stereo not given) | 101.0 | nt | 99.0 | 95.0 | 101.0 | 99.7 | -5.0 | 100.0 | -39.0 | -12.5 | 101.0 |
| COc1cc(C2C(C(=O)c3cccs3)=C(O)C(=O)N2c2cc(C)on2)ccc1O (stereo not given) | 96.0 | nt | 95.0 | 95.0 | 96.0 | 104.0 | -1.0 | 94.0 | -18.6 | 17.5 | 95.0 |
| CS(=O)(=O)N1CCN(C(=O)c2ccc(F)cc2)CC1 | 103.0 | 10.8 | 102.0 | 104.0 | 91.0 | 100.8 | 3.0 | 108.0 | -5.7 | 3.1 | 101.0 |
| N#Cc1c(-c2ccco2)cc(-c2cccnc2)nc1N | 95.0 | 10.1 | 92.0 | 99.0 | 95.0 | 97.3 | 7.0 | 96.0 | -11.6 | 62.4* | 96.0 |
| CSc1nc2sc3c(c2c(=O)[nH]1)CCC3 | 96.0 | 2.0 | 97.0 | 95.0 | 94.0 | 103.3 | -2.0 | 99.0 | -2.7 | 16.7 | 96.0 |
| O=C(NC12CC3CC(CC(C3)C1)C2)N1CCCC(CO)C1 (stereo not given) | 98.0 | nt | 100.0 | 101.0 | 99.0 | 103.0 | -4.0 | 106.0 | -23.2 | 3.5 | 101.0 |
| COc1ccc(C2C=C(c3ccc(Br)cc3)Nc3nc(NS(C)(=O)=O)nn32)cc1 (stereo not given) | 93.0 | nt | 92.0 | 93.0 | 91.0 | 99.4 | 0.0 | 92.0 | -17.4 | 20.6 | 89.0 |
| O=C(O)c1cccc(N/N=C/c2cc(Br)cc(Br)c2O)c1 | 98.0 | 3.2 | 100.0 | 93.0 | 95.0 | 101.5 | 1.0 | 95.0 | -5.7 | 50.5 | 99.0 |
| COc1ccc(Br)cc1CSC(=N)N | 96.0 | -3.6 | 96.0 | 96.0 | 94.0 | 99.3 | -5.0 | 100.0 | -7.1 | 18.9 | 97.0 |
| Cc1ccc2oc(=O)c3cc(C(=O)Nc4cc(-c5cccc(F)c5)no4)sc3c2c1 | 98.0 | nt | 97.0 | 102.0 | 96.0 | 96.0 | -2.0 | 100.0 | 40.5 | -1.6 | 96.0 |
| CCOC(=O)N1CCN(C(=O)CSc2ncnc3ccccc23)CC1 | 101.0 | nt | 107.0 | 98.0 | 101.0 | 103.6 | 1.0 | 106.0 | 0.9 | 18.8 | 97.0 |
| O=C(CN1C(=O)/C(=C2\SC(=S)N(C3CCS(=O)(=O)C3)C2=O)c2ccccc21)Nc1ccccc1 (stereo not given) | 101.0 | -9.7 | 104.0 | 101.0 | 101.0 | 96.4 | -3.0 | 104.0 | 99.1* | 120.7* | 100.0 |
| Cc1ccc(NC(=O)c2cc(NC(=O)c3ccco3)ccc2N2CCOCC2)cc1 | 103.0 | nt | 102.0 | 102.0 | 99.0 | 100.5 | -8.0 | 111.0 | 12.7 | -2.9 | 97.0 |
| O=C(NCCc1ccccc1)c1oc2ccccc2c1COc1ccccc1 | 100.0 | 8.4 | 101.0 | 100.0 | 101.0 | 101.8 | -3.0 | 104.0 | -4.6 | -0.8 | 100.0 |
| CC(=O)c1ccc(-n2nnnc2SCC(=O)Nc2cccc(NC(=O)c3ccco3)c2)cc1 | 100.0 | nt | 99.0 | 103.0 | 101.0 | 101.0 | -4.0 | 102.0 | 29.0 | 8.5 | 98.0 |
| O=S(=O)(NCCOc1ccccc1)c1ccc2ccccc2c1 | 99.0 | 1.8 | 100.0 | 101.0 | 100.0 | 85.7 | 0.0 | 100.0 | -7.3 | 13.7 | 97.0 |
| Cc1ccc(NC(=O)CC(=O)Nc2ccc(C)cc2)cc1 | 97.0 | -14.7 | 97.0 | 105.0 | 99.0 | 100.2 | -1.0 | 101.0 | -23.9 | 9.1 | 95.0 |
| Clc1cccc(-c2ccc(CNCCCN3CCOCC3)o2)c1 | 95.0 | 5.1 | 94.0 | 93.0 | 95.0 | 99.7 | 0.0 | 95.0 | 7.2 | 11.2 | 93.0 |
| N#CC1=C(N)Oc2[nH]c(=S)[nH]c(=O)c2C12C(=O)Nc1ccccc12 (stereo not given) | 96.0 | 13.4 | 95.0 | 98.0 | 97.0 | 99.9 | -3.0 | 99.0 | -65.3 | 17.8 | 94.0 |
| COc1cc(/C=N/NC(=S)NCCN2CCOCC2)cc(OC)c1OC | 100.0 | 11.9 | 102.0 | 99.0 | 98.0 | 102.2 | -4.0 | 103.0 | -51.5 | 20.6 | 99.0 |
| CCOC(=O)/C(N=Nc1ccc2c(c1)OCO2)=C(\C)O | 94.0 | 25.6 | 95.0 | 95.0 | 94.0 | 106.0 | -2.0 | 93.0 | -32.2 | 4.4 | 92.0 |
| O=C(Nc1ccc(Cl)c(C(F)(F)F)c1)NC1CC2CCCC(C1)N2Cc1ccccc1 (stereo not given) | 100.0 | nt | 101.0 | 105.0 | 101.0 | 105.3 | 1.0 | 100.0 | -6.9 | -6.3 | 97.0 |
| Cc1cccc(OCc2nnc(SCC(=O)Nc3ccc(C)c(Cl)c3)o2)c1 | 96.0 | 12.7 | 96.0 | 94.0 | 98.0 | 101.3 | 2.0 | 98.0 | -47.2 | -15.4 | 98.0 |
| O=C(CSc1ccc2c(c1)OCCO2)NCc1ccccc1 | 96.0 | nt | 91.0 | 93.0 | 97.0 | 103.5 | 1.0 | 101.0 | -40.0 | -0.3 | 92.0 |
| O=C(c1cnccn1)N1CCN(S(=O)(=O)c2ccc3ccccc3c2)CC1 | 99.0 | nt | 99.0 | 99.0 | 99.0 | 105.4 | -1.0 | 100.0 | -4.3 | 5.2 | 99.0 |
| C=CCn1c(SCc2ccc(C(=O)OC)cc2)nnc1-c1sc(N)nc1C | 97.0 | nt | 98.0 | 93.0 | 95.0 | 102.0 | -4.0 | 99.0 | -3.5 | 14.1 | 100.0 |

Bioassay records deposited in PubChem BioAssay by several laboratories.

Rows were taken by chance; about 2.9% have a hit in one of these screens.
